# Screens: PubChem BioAssay, several laboratories
# PRMT1 FP inh: blocks human protein arginine methyltransferase 1. recombinant PRMT1, activity-based probe fluorescence polarization. inhibition, % at 2.79 µM. Q99873. 1.3% of 370,000 active;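 active means inhibition above about 21% made by adding two undisclosed values, limit read from the data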
# MBD2 DNA inh: blocks human MBD2 binding to methylated DNA | TR-FRET, MBD2 binding to methylated oligonucleotide | 0.31% of 370,000 active | Q9UBB5 | inhibition, % at 4.4 µM; in the data active means inhibition above about 13%
# mABHD4 FP: inhibits mouse alpha/beta hydrolase domain 4 | AID 720543 | inhibition, % at 8.92 µM | 0.54% of 370,000 active | purified mABHD4, FP-Rh probe fluorescence polarization | Q8VD66;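 active means inhibition exceeding the mean over every tested compound plus 3 SD, cut at about 30% in these data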;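 further: 0% = plate median of compound wells and 100% = S159A mutant with DMSO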
#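 Assay system: mABHD4 protein; medium: HEPES pH 7.0, NaCl, Pluronic buffer; dosing: 8.92 µM, single dose; schedule: 45 min + 60 min at 25 °C; signal: FP readout, ex 525 nm / em 598 nm; read-out: normalized percent inhibition of probe labeling; repeats: single replicate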
# LEDGF integ inh: blocks HIV-1 LEDGF/p75-dependent DNA integration | TR-FRET IN-LEDGF/p75 DNA integration, Eu/Cy5 | inhibition, % at 3.7 µM | 0.64% of 370,000 active | AID 743269;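 active means inhibition above the screen-wide mean plus 3 SD, cut at about 13% in these data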;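 further: signal is the Cy5 over europium emission ratio at 671 and 618 nm; 0% = plate median of compound wells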
# rCAG binder: binds r(CAG) RNA repeats. AID 651821. 1.3% of 370,000 active. r(CAG) RNA repeat, TO-PRO-1 dye displacement fluorescence. inhibition, % at 3 µM;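 active means inhibition above the plate cutoff, the mean of all test compounds on that plate plus 3 SD, cut at about 35% in these data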;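 further: 0% = DMSO alone and 100% = 100 µM mitoxantrone as full dye displacement; higher means more dye released from RNA so lower well fluorescence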
# SIAE inh: human SIAE inhibition, primary screen; Q9HAT2; SIAE FP-Rh probe binding, fluorescence polarization; inhibition, % at 9.66 µM; 0.69% of 370,000 active; AID 1053197;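 active means inhibition above a cutoff: mean of compounds within the control limits plus 3 SD of those, cut at about 17% in these data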;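 further: 0% = plate median of compound wells and 100% = probe without SIAE protein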
# HTRA1 inhibitor: blocks human HTRA1 serine peptidase; 0.5% of 340,000 active; recombinant HTRA1, FP-rhodamine activity-based probe, fluorescence polarization; Q92743; inhibition, % at 5.96 µM; in the data active means inhibition above about 36%;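 further: 0% = enzyme with DMSO and 100% = wells lacking enzyme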
# TDP2 inh: blocks human TDP2 phosphodiesterase activity | 0.34% of 370,000 active | recombinant TDP2, T5PNP hydrolysis, p-nitrophenol absorbance 415 nm | inhibition, % at 12.8 µM | O95551;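 active means inhibition above the mean of all tested compounds plus 3 SD, set per campaign, cut at about 25% in these data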;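 further: 0% = DMSO with enzyme and 100% = buffer with substrate but no TDP2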
#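 System: recombinant human TDP2 / Amount: 120 nM TDP2 per well / Also added: 5 mM T5PNP chromogenic substrate / Doses: 12.8 µM single point, 1% DMSO / Incubation: 2 h at 37 °C / Detection: p-Nitrophenol epi absorbance / Evaluation: % inhibition relative to enzyme-containing and enzyme-free wells / Repeats: singlicate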
# NPR2 activator: GC-B (human) receptor activation; HEK293-GC-B cells, CNP EC30, cGMP TR-FRET; 0% at EC30 CNP, 100% saturating CNP; activation, % at 10 µM; 0.11% of 370,000 active; AID 1920062;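 active means activation at 10 µM reaching about 35% in either raw or pattern-adjusted values, limit read from the data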
# Target sequence (P20594 whole entry, looked up): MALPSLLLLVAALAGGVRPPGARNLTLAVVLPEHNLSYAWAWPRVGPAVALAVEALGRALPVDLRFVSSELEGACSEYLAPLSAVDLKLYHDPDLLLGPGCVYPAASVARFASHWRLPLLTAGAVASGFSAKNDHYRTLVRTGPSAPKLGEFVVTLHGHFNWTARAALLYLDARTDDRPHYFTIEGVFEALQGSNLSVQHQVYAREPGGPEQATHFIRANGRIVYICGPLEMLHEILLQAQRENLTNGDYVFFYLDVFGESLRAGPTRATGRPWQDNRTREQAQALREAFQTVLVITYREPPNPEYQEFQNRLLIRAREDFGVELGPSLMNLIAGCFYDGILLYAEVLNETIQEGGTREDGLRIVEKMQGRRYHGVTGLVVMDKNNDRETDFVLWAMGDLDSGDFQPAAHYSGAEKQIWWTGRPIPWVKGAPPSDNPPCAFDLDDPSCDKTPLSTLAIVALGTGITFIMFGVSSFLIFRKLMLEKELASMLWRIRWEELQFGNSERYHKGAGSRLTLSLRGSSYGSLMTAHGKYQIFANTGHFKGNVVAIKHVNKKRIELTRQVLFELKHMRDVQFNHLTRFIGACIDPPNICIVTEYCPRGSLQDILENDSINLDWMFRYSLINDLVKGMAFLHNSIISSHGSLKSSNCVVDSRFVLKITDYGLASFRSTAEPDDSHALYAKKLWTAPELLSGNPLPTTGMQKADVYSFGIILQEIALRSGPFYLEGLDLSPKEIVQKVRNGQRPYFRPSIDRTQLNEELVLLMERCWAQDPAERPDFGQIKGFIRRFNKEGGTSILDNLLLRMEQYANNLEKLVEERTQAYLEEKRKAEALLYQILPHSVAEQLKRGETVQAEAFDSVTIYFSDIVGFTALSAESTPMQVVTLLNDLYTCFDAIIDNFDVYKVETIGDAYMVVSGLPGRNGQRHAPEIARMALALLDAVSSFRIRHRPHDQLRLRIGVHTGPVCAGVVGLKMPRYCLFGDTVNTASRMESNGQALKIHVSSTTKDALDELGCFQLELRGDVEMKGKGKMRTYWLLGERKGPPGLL
# TCR-CD3 inh: human TCR-CD3 binding inhibition | TAMRA-labeled TCR probe fluorescence, biochemical | 0.37% of 360,000 active | inhibition, % at 9.4 µM | AID 651800; in the data active means inhibition above about 19%;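 further: recombinant mutant TCR 2C K166C tagged with TAMRA read by polarization; 0% = receptor in buffer alone and 100% = receptor with positive control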
# * marks the source's active call; other numbers are inactive results; · = not tested or not shown. Not all compounds are listed; rates above refer to the full screens.
SMILES,PRMT1 FP inh,MBD2 DNA inh,mABHD4 FP,LEDGF integ inh,rCAG binder,SIAE inh,HTRA1 inhibitor,TDP2 inh,NPR2 activator,TCR-CD3 inh
C#Cc1ccc(CN2CCN(CCc3ccccc3)C(CCO)C2)cc1 (stereo unspecified),3,3,7,-5,-6,0,7,-16,1,7
C[C@H](CO)N1C[C@H](C)[C@@H](CN(C)CC2CC2)Oc2c(NC(=O)C3CC3)cccc2C1=O,-2,-4,1,1,-9,0,-2,1,3,-2
CCOC(=O)CCP(=O)(O)C(O)(c1ccccc1)c1ccccc1,-6,28*,-2,-1,3,17,3,3,-3,5
COc1ccc(S(N)(=O)=O)cc1C(=O)NNC(=O)C1COc2ccccc2O1 (stereo unspecified),-7,4,-5,3,2,-3,7,-5,-3,-7
CC[C@@]1(c2ccc(C)cc2)C(=O)N(C(=O)OC)N1C(=O)OC,2,3,0,1,1,1,·,0,-15,·
CC1(C(=O)NS(=O)(=O)C2CC2)CCCN(C(=O)CSc2ccccc2)C1 (stereo unspecified),0,1,-2,4,2,2,·,-4,3,6
Cc1[nH]c2ccccc2c1C(=O)C(=O)N1c2ccccc2CC1C (stereo unspecified),2,-4,-10,0,0,1,-18,-5,-9,3
CC(=O)Cn1ncc(N(C)Cc2ccccc2)c(Cl)c1=O,0,-4,5,1,-3,-8,0,-5,3,6
Cn1nnc(NC(=S)NC(=O)/C=C/c2ccco2)n1,15,7,21,14*,31,-3,14,2,-4,19*
CCOc1ncccc1C(=O)OCC(=O)NCCc1ccc(S(N)(=O)=O)cc1,0,-2,2,3,4,4,-3,-1,-3,-3
Cc1cccc(NC(=S)NNC(=O)c2nn(C)cc2Cl)c1,-4,4,8,-3,2,3,11,-2,1,4
O=S(=O)(O)c1ccc2c(c1)C(C(Cl)(Cl)Cl)OC(C(Cl)(Cl)Cl)O2 (stereo unspecified),0,-1,-6,9,28,-5,-17,5,4,-3
CN(C)/C=C/C(=O)c1ccc(-c2ccc(Cl)cc2Cl)o1,8,5,0,1,12,-8,-53,4,-2,6
CCOCCCn1c(SCC(=O)N(C)C2CCS(=O)(=O)C2)nc2ccccc2c1=O (stereo unspecified),8,3,-8,-1,-9,-3,2,-11,0,-6
O=C(NCCc1ccccc1)OCc1cn(Cc2ccccc2Cl)nn1,1,-7,0,1,0,-3,·,6,9,·
O=C(Nc1cccc(F)c1)c1ccccc1-c1ccccc1,0,7,-8,-2,0,-2,-15,-9,-1,-1
CC(=O)Nc1ccc(NC(=S)NC(=O)C2CC2)cc1,2,5,6,-4,-7,-3,6,1,3,-7
Cc1ccc(C(CC(=O)N2CCCC2)c2ccccc2)c(O)c1 (stereo unspecified),0,-2,-1,-2,-3,1,-1,-3,-16,6
COc1ccc2ccccc2c1C=NNC(=O)c1cc(-c2ccc(C)cc2)n[nH]1,0,-1,-68,-1,18,-46,·,-15,0,·
O=C1OCC(c2ccccc2)=C1c1ccc(S(=O)(=O)N2CCOCC2)s1,1,-2,0,6,21,10,-9,7,6,-2
CC(=O)c1sc(NC(=O)C=C(C)C)nc1C,2,7,3,0,-2,-4,-3,-4,3,-10
COCCCNC(=O)c1ccc(N2CCCC2)c(NS(=O)(=O)c2ccc(C)cc2)c1,-1,4,4,2,-3,4,3,1,-3,2
CC(C)c1nc(Cl)c(C#N)c2c1CCC2,5,5,-5,0,-1,1,-1,7,4,-6
O=C(Cc1cccs1)N1CCCC(c2nc3c(nnn3Cc3ccc(F)cc3)c(=O)[nH]2)C1 (stereo unspecified),1,-4,4,2,-1,-3,0,7,7,-4
Cc1cc(-c2n[nH]c(=S)n2/N=C/c2ccc(C)s2)n[nH]1,8,1,0,0,2,6,2,-3,-3,-3

# Going on with the list.
SMILES,PRMT1 FP inh,MBD2 DNA inh,mABHD4 FP,LEDGF integ inh,rCAG binder,SIAE inh,HTRA1 inhibitor,TDP2 inh,NPR2 activator,TCR-CD3 inh
COc1ccc(S(=O)(=O)c2ccccc2)cc1NC(=O)c1c(F)cccc1F,-2,0,-3,0,2,2,-9,1,8,2
O=C(O)/C(=C\c1ccccc1)c1ccccc1,-2,0,-4,0,5,0,-1,10,1,6
CCCCCCCCNC(=O)c1cccnc1SCC(=O)Nc1ccccc1OC,-1,3,-1,-3,-5,-6,-13,-9,2,1
CN(C(=O)c1cc(C(=O)N(C)c2ccccc2)cc([N+](=O)[O-])c1)c1ccccc1,2,-6,3,-1,-6,1,-1,17,0,0
CC1(C(=O)NS(=O)(=O)c2cccc(F)c2)CCN1C(=O)CC1CCCC1 (stereo unspecified),2,-1,-3,-1,4,-4,·,3,3,-2
CC(NC(=O)c1cc(F)c(F)cc1Cl)c1ccncc1 (stereo unspecified),0,-1,1,-2,2,0,0,11,-3,1
COc1cc(NC(=O)C2CCN(S(=O)(=O)c3ccc(N4CCCC4=O)cc3)CC2)cc(OC)c1,-2,-3,5,1,5,-8,-7,-2,5,2
CCN1CCN(C(=O)CCc2nnc(CCc3c[nH]c4ccccc34)o2)[C@@H](C)C1=O,-8,2,-4,3,-3,6,1,-7,1,7
CS(=O)(=O)c1ccc(Cl)c(C(=O)OCC(=O)NC2CCCCCCC2)c1,0,-2,0,3,-1,4,2,1,1,-1
CN(CC(=O)NCCc1ccccc1)S(=O)(=O)c1ccc(Br)cc1,-4,-1,6,0,-6,-4,1,0,-3,-2
COc1cc(CCC(=O)NCc2ccc(S(N)(=O)=O)cc2)cc(OC)c1OC,-1,3,0,1,-1,9,5,7,2,3
NC(=O)c1ccsc1NC(=O)COC(=O)Cc1ccccc1[N+](=O)[O-],3,0,-4,4,9,-4,6,5,-1,4
CC(C(=O)OCC(=O)Nc1cccc(S(=O)(=O)N(C)C)c1)N1C(=O)c2ccccc2C1=O (stereo unspecified),7,4,-44,-3,-2,-4,6,-13,7,-3
CN(CC(=O)Nc1cccc(F)c1)CC(=O)N(C)CC(=O)Nc1ccccc1Br,5,1,-12,-3,2,2,2,-7,-3,-4
O=C(NC1CCCCC1)c1cccc(N2C(=O)CCC2=O)c1,4,1,5,-1,-2,-2,-4,-1,4,-6
CCc1ccccc1NC(=O)c1cc(-c2ccco2)on1,-1,-6,-7,0,2,-9,-5,-6,3,2
O=C1c2ccccc2C(=O)N1CCCCSc1nnc(-c2ccc(OC(F)F)cc2)o1,0,0,-7,0,-2,-2,3,10,-4,3
CCN(CC(=O)NC1CCS(=O)(=O)C1)S(=O)(=O)c1ccc(C)c(C)c1 (stereo unspecified),0,4,1,1,0,0,7,7,9,2
CCOC(=O)c1c(C)n(CCNC(C)=O)c2ccc(O)cc12,-3,1,-2,-2,0,0,-3,8,4,7
CC(=O)N1CCc2ccc(S(=O)(=O)N3CCc4ccccc43)cc21,-1,1,4,0,2,2,-2,3,3,6
Cc1ccccc1NC(=O)c1cccc2c1C(=O)N(C1CCCCC1)C2,1,2,7,-2,1,5,-4,-7,4,1
CCOc1ccccc1NC(=O)Nc1cccc(C(C)=O)c1,-2,-1,-6,2,3,6,-22,0,-8,0
OC1COC(c2ccccc2)OC1C(O)C1OC(c2ccccc2)OCC1O (stereo unspecified),-3,2,4,-3,1,2,-2,2,4,0
O=C(CCN1C(=O)/C(=C/c2ccccc2Cl)SC1=S)Nc1cccnc1,1,-5,-13,1,4,12,-4,13,-3,8
Cc1onc(-c2ccccc2Cl)c1C(=O)NC(=S)Nc1ccccc1F,3,0,-6,-3,-1,-11,-41,-4,1,-5

# Reformatted: results already given
SMILES	PRMT1 FP inh	MBD2 DNA inh	mABHD4 FP	LEDGF integ inh	rCAG binder	SIAE inh	HTRA1 inhibitor	TDP2 inh	NPR2 activator	TCR-CD3 inh
COc1ccc(S(=O)(=O)c2ccccc2)cc1NC(=O)c1c(F)cccc1F	-2	0	-3	0	2	2	-9	1	8	2
O=C(O)/C(=C\c1ccccc1)c1ccccc1	-2	0	-4	0	5	0	-1	10	1	6
CCCCCCCCNC(=O)c1cccnc1SCC(=O)Nc1ccccc1OC	-1	3	-1	-3	-5	-6	-13	-9	2	1
CN(C(=O)c1cc(C(=O)N(C)c2ccccc2)cc([N+](=O)[O-])c1)c1ccccc1	2	-6	3	-1	-6	1	-1	17	0	0
CC1(C(=O)NS(=O)(=O)c2cccc(F)c2)CCN1C(=O)CC1CCCC1 (stereo unspecified)	2	-1	-3	-1	4	-4	·	3	3	-2
CC(NC(=O)c1cc(F)c(F)cc1Cl)c1ccncc1 (stereo unspecified)	0	-1	1	-2	2	0	0	11	-3	1
COc1cc(NC(=O)C2CCN(S(=O)(=O)c3ccc(N4CCCC4=O)cc3)CC2)cc(OC)c1	-2	-3	5	1	5	-8	-7	-2	5	2
CCN1CCN(C(=O)CCc2nnc(CCc3c[nH]c4ccccc34)o2)[C@@H](C)C1=O	-8	2	-4	3	-3	6	1	-7	1	7
CS(=O)(=O)c1ccc(Cl)c(C(=O)OCC(=O)NC2CCCCCCC2)c1	0	-2	0	3	-1	4	2	1	1	-1
CN(CC(=O)NCCc1ccccc1)S(=O)(=O)c1ccc(Br)cc1	-4	-1	6	0	-6	-4	1	0	-3	-2
COc1cc(CCC(=O)NCc2ccc(S(N)(=O)=O)cc2)cc(OC)c1OC	-1	3	0	1	-1	9	5	7	2	3
NC(=O)c1ccsc1NC(=O)COC(=O)Cc1ccccc1[N+](=O)[O-]	3	0	-4	4	9	-4	6	5	-1	4
CC(C(=O)OCC(=O)Nc1cccc(S(=O)(=O)N(C)C)c1)N1C(=O)c2ccccc2C1=O (stereo unspecified)	7	4	-44	-3	-2	-4	6	-13	7	-3
CN(CC(=O)Nc1cccc(F)c1)CC(=O)N(C)CC(=O)Nc1ccccc1Br	5	1	-12	-3	2	2	2	-7	-3	-4
O=C(NC1CCCCC1)c1cccc(N2C(=O)CCC2=O)c1	4	1	5	-1	-2	-2	-4	-1	4	-6

# (list continues)
SMILES,PRMT1 FP inh,MBD2 DNA inh,mABHD4 FP,LEDGF integ inh,rCAG binder,SIAE inh,HTRA1 inhibitor,TDP2 inh,NPR2 activator,TCR-CD3 inh
CCCCc1nnc(NC(=O)COC)s1,4,0,0,-2,-3,-5,-4,6,0,-10
O=C(Nc1cccc(C(F)(F)F)c1)Nc1ccon1,-2,-1,-12,0,4,-2,-15,-8,0,2
CCN(CC)C(=O)c1cccc(-c2csc(C(O)c3ccccc3)n2)c1 (stereo unspecified),1,9,6,0,-2,3,·,-3,6,-4
C=CCn1c(SCC(=O)Nc2ccccc2C)nc(O)cc1=O,7,3,-2,-6,15,1,-3,-14,6,2
CCNC(=O)N1CCN(c2ccc(N3CCN(C(=O)NCC)[C@@H](C)C3)c(C)c2)[C@H](C)C1,2,1,-3,-2,0,6,·,-3,4,-3
O=c1c2ccccc2nc2c3ccccc3c(NCc3ccco3)nn12,3,-2,-2,-1,5,-5,-6,-1,3,7
COc1ccccc1C(=O)Nc1ccnn1C1CCN(C(C)CSC)CC1 (stereo unspecified),11,-3,0,2,-25,3,0,6,4,8
